HT1080 IDH1KD tx = kills HT-1080 cells with IDH1 knockdown. 360,000 compounds, 2% hits. AID 686971. HT-1080 IDH1 knockdown viability, ATP luminescence, 48 h. Potency, µM (doses to about 46.1 µM), for inactives: top-dose activity, negative = toxicity, most hits filed as cytotoxic;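 further: potency means the concentration at half of the fitted maximal effect; 0% = DMSO wells and -100% = cell-free medium wells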
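% activity derives from luminescence (CellTiter-Glo), normalised to DMSO and no-cell wells. HT-1080-IDH1KD cells, 750/well, had 48 h compound exposure at 37 °C.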
MCF10A rereplic = inducers of DNA re-replication in MCF 10A breast cells. Potency, µM (series often up to 46.1 µM), for the others: at the highest dose activity, positive = re-replication, actives largely listed as activators. MCF 10A DNA re-replication, Hoechst nuclear intensity, 48 h. AID 624296. 350,000 compounds, 2.9% hits; further: potency means the concentration at half of the fitted maximal effect; % of control where 0% means no effect; nearly all actives have a fitted effect of over 50% in size
HT1080-NT tox = kills 2HG-producing HT-1080-NT fibrosarcoma cells; HT-1080-NT fibrosarcoma viability, CellTiter-Glo ATP luminescence, 48 h; Potency, µM (doses to about 46.1 µM), for inactives: at the highest dose activity, negative = less viability, hits mostly cytotoxic; 360,000 compounds, 1.6% hits; AID 686970;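 further: NT is the 2HG producing partner of a matched IDH1 knockdown line; potency means the concentration at half of the fitted maximal effect; 0% = DMSO-treated cells and -100% = media-only wells without cells; nearly all actives have a fitted effect of over 55% in size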
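Compounds were tested in concentration-response format on HT-1080-NT cells for 48 hours at 37 degrees C. Cell viability came from CellTiter-Glo luminescence; curves were classified by r2, response magnitude and activity.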
WRN inhibitor = blocks human WRN helicase; Potency, µM (highest dose often 114 µM), for inactives: at the highest dose activity change, negative = inhibition, usual class: inhibitors; Q14191; AID 651768; 360,000 compounds, 0.46% hits; WRN helicase unwinding, fluorescent forked duplex, kinetic; further: potency means the concentration at half of the fitted maximal effect; on the % scale 0 is the no-effect control and ±100 the full control effect; nearly all actives have a fitted effect of over 55% in size
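Kinetic red-fluorescence monitoring (525/598 nm) tracks WRN helicase activity after 100 nM fluorophore-quencher forked duplex and 2 mM ATP are added to 20 nM enzyme pretreated 15 min at room temperature with compound.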
KB-V1 MDR tox = KB-V1 MDR subline cytotoxicity. KB-V1 MDR cells viability, CellTiter-Glo, 72 h. Potency, µM (highest dose often 46.1 µM), without a hit: at the highest dose activity change, negative = cytotoxicity, usual class: cytotoxic. 400,000 compounds, 3.4% hits. AID 1347076; further: potency means the concentration at half of the fitted maximal effect; on the % scale 0 is the no-effect control and ±100 the full control effect; nearly all actives have a fitted effect of over 60% in size
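KB-V1 cells (P-gp-expressing MDR subline of KB-3-1) in phenol-red-free DMEM with 10% FBS were exposed to library compounds over a concentration series for 72 h at 37 degrees C. Viability read by CellTiter-Glo luminescence; concentration-effect curves fitted after normalization.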
KB-3-1 cytotox = KB-3-1 parental cell cytotoxicity; KB-3-1 viability, CellTiter-Glo ATP luminescence, 72 h; Potency, µM (doses to about 46.1 µM), without a hit: at the top dose activity change, negative = cytotoxic, most hits filed as cytotoxic; 400,000 compounds, 1.4% hits; further: potency means the concentration at half of the fitted maximal effect; on the % scale 0 is the no-effect control and ±100 the full control effect; nearly all actives have a fitted effect of over 60% in size
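Cytotoxicity in the drug-sensitive parental line KB-3-1 was scored as loss of CellTiter-Glo luminescence following 72 h incubation with compound. Values come from curve fitting of normalized concentration-response data.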
ATXN2 expr inh = reduces ATXN2 reporter expression in HEK-293 cells. Potency, µM (doses to about 57 µM), for inactives: top-dose activity change, negative = inhibition, hits mostly inhibitors. HEK-293 ATXN2-luciferase reporter, luminescence, 24 h. AID 1745845. 360,000 compounds, 0.72% hits; further: potency means the concentration at half of the fitted maximal effect; on the % scale 0 is the no-effect control and ±100 the full control effect; nearly all actives have a fitted effect of over 55% in size
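qHTS (up to 57 uM final) was run with 24 h compound exposure of reporter cells at 37 °C. Each well was multiplexed: SteadyGlo luminescence measured ATXN2-luciferase expression after a fluorogenic Gly-Phe-AFC viability readout (25 uM final).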
SW480 rereplic = induces DNA re-replication in SW480 colon adenocarcinoma cells; 340,000 compounds, 1.8% hits; SW480 DNA re-replication, Hoechst DNA content imaging, 48 h; Potency, µM (series often up to 46.1 µM), inactives show at the highest dose re-replication activation, actives largely listed as activators; further: potency means the concentration at half of the fitted maximal effect; % of control where 0% means no effect; nearly all actives have a fitted effect of over 55% in size
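Treated cells incubate 48 hr (37 C, 5% CO2), are stained 40 min with Hoechst, and nuclear fluorescence is enumerated; a rise in nuclei with high DNA signal marks re-replication.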
IL1B secr inh = inflammasome signaling inhibition, IL-1 beta readout; THP-1 LPS/ATP IL-1B secretion, AlphaLISA, 16 h; stronger effect = lower value; activity change, % at 57.5 µM; 360,000 compounds, 4.7% hits; in the data active means activity change below about -50%; inconclusive means mostly about -30% to -49%; further: on the % scale 0 is the no-effect control and ±100 the full control effect
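THP-1 cells pretreated 1 hr with compounds (up to 57.5 uM final), then stimulated with LPS (250 ng/mL final) plus ATP (1.25 mM final); secreted IL-1B measured by AlphaLISA after 16 hr, decreased signal indicating inhibition.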
Numbers without * were called inactive; ? = inconclusive; · = no result given; & = joins results of further samples; [ ] = dose if it differs, or a comment. Unless noted, the call rests on the fitted dose curve; in most records, active means well fitted curve in the direction sought with a large enough effect; inconclusive means small, poorly fitted or top-dose-only effect, or another doubt; inactive means no such curve, though single readings can be large; an effect the other way counts as inactive or inconclusive.

canonical_smiles,KB-3-1 cytotox,MCF10A rereplic,HT1080 IDH1KD tx,KB-V1 MDR tox,SW480 rereplic,ATXN2 expr inh,HT1080-NT tox,IL1B secr inh,WRN inhibitor
C[C@@H]1CN([C@H](C)CO)C(=O)c2cc(NC(=O)Cc3cn(C)c4ccccc34)ccc2O[C@H]1CN(C)C(=O)Nc1ccc2c(c1)OCO2,?,1%,-5%,?,-1%,10%,3%,10,-25%
Cc1c(Br)c(=O)[nH]c(=O)n1COCc1ccccc1,-5%,3%,7%,4%,-9%,6%,10%,10,9%[57.1 µM]
CC(=O)c1ccc(N2CCN(C(=O)/C=C/c3ccc(S(=O)(=O)NCc4ccco4)cc3)CC2)cc1,-26%,1%,-24%,-16%,2%,?,1%,1,0%[57.1 µM]
COC(=O)c1ccccc1OC(=O)c1cc2ccccc2oc1=O,-10%,5%,0%,12%,4%,12%,7%,-12,-6%
COc1ccc2c(=O)c(C(=O)NCc3ccccc3)c[nH]c2c1,-10%,7%,-29%,8%,-3%,6%,-24%,-1,9%
CCCn1c(=O)c2ccccc2n2c(SCC(=O)c3ccc(CC)cc3)nnc12,13%,4%,18%,-7%,-3%,1%,18%,10,10%
O=C(Nc1ccnn1C1CCN(C(=O)c2cc(Cl)ccc2F)CC1)C1CCOC1 (centres undefined),-12%,1%,?,?,-8%,7%,?,22,-2%
COc1cccc(-c2cc3nc4c(c(N5CCC6(CC5)OCCO6)n3n2)CCCC4)c1,2%,-6%,-30%,2%,10%,40%[activator],-25%,-96*,-16%
O=C(CC(C(=O)O)c1c[nH]c2ccccc12)c1ccccc1 (centres undefined),-1%,-2%,2%,20%,-4%,21%,4%,12,9%
CCn1cc(C(=O)Nc2ccc(C)cc2[N+](=O)[O-])c(C)n1,3%,0%,13%,-4%,-9%,14%,16%,?,0%
CN1CCN(C(=O)C2=C[C@H](c3ccc(C(F)(F)F)cc3)C[C@H](OCCCCO)O2)CC1,3%,?,1%,-8%,0%,7%,-1%,-2,1%
CC1=C(C(=O)NC2CCCC(C)C2C)C2(CCCCC2)OC1=O (centres undefined),?,13%,0%,2%,?,7%,-2%,20,1%
Cc1cccc(Nc2nc(N)c([N+](=O)[O-])c(N3CCC(C)CC3)n2)c1,?,23µM*,?,?,?,-6%,?,-90*,-11%
CC(C)(O)c1cc(=O)sc2nc3ccccc3n12,15%,0%,-11%,4%,-3%,22%,-2%,7,3%
O=C1c2cccc3c(N4CCCCC4)ccc(c23)C(=O)N1c1cccc(O)c1,?,12µM*,?,?,?,0%,-28%,-68*,-10%
CSc1nnc2c3ccccc3c3ccccc3c2n1,-7%,10%,-3%,-7%,-9%,-13%,-2%,30,-2%
O=C(CS(=O)(=O)c1ccccc1)Nc1nnc(Cc2ccccc2)s1,-5%,-1%,5%,0%,-3%,1%,11%,29,-5%
COc1ccc(OC)c(C2NC(=O)CCC2[N+](=O)[O-])c1 (centres undefined),11%,-1%,-1%,?,-1%,4%,9%,4,-2%[57.1 µM]
CC(C)Cc1cc(C(=O)Nc2sc3c(c2C#N)CCCC3)no1,13%,19%,7%,21%,-2%,13%,5%,-2,-1%
C/C(=N\NC(=O)Cc1ccccc1)c1ccc(Cl)s1,-10%,0%,-9%,?,?,6%,-25%,23,6%
Cc1ccc(NC(=O)CSCC(=O)Nc2ccc(N3CCOCC3)c(Cl)c2)cc1,0%,-4%,-15%,-18%,-1%,-4%,-16%,-10,5%
CCOC(=O)C1CCCN(c2c(NCCN(CC)c3ccccc3)c(=O)c2=O)C1 (centres undefined),-8%,-7%,13%,7%,-4%,4%,3%,-30,5%
Cc1ccc(CN2CCNC(=O)C2CC(=O)N(C)C2CCCCC2)o1 (centres undefined),4%,3%,0%,-8%,12%,·,0%,0,1%
COc1ccc([N+](=O)[O-])c(OC)c1C(=O)NC(=O)Nc1c(C)cccc1C,-11%,-1%,15%,-7%,-3%,0%,10%,24,0%
Cc1ccccc1NCc1nnc2n1CCCCC2,0%,-1%,2%,?,-10%,·,0%,-16,4%

(continued)
canonical_smiles,KB-3-1 cytotox,MCF10A rereplic,HT1080 IDH1KD tx,KB-V1 MDR tox,SW480 rereplic,ATXN2 expr inh,HT1080-NT tox,IL1B secr inh,WRN inhibitor
CCOc1ccc(NC(=O)CSC2=NN3CCCC(=O)N=C3S2)cc1,1%,-3%,-8%,-3%,15%,6%,4%,29,4%
CCC(=O)N1CCNC(=O)C1CC(=O)Nc1ccc(C)c(Cl)c1 (centres undefined),-1%,-3%,1%,?,-5%,6%,7%,-3,-9%
CCC(CC)c1nnc(NC(=O)Oc2ccccc2)s1,1%,-2%,1%,-21%,-3%,-6%,?,-2,-4%
O=C(CN1C(=O)c2ccccc2C1=O)Nc1cccc(O)c1,0%,-1%,4%,13%,-1%,-5%,7%,2,0%
CCCCCC(=O)NC(=S)Nc1ccccc1C(=O)OC,-5%,2%,3%,-1%,0%,0%,-1%,45,22%
COc1ccc(C2/C(=C(/O)c3ccc(C)cc3)C(=O)C(=O)N2CCCN2CCOCC2)cc1 (centres undefined),-1%,-13%,6%,-1%,2%,·,5%,11,-1%
O=C(O)C(NS(=O)(=O)c1ccc(F)cc1)c1ccccc1 (centres undefined),10%,0%,12%,24%,-4%,0%,7%,32,7%
Cc1cc(C)c(C(=O)/C=C/c2ccc(C(C)C)cc2)c(=O)[nH]1,-19%,13µM*,16µM*,16µM*,?,?,-21%,-117*,1%
O=S(=O)(c1ccc(OC(F)(F)F)cc1)N1CCCC(N2CCOCC2)C1 (centres undefined),12%,0%,13%,18%,?,-7%,16%,15,-29%
Cc1cc(C)n(-c2ccc(C(=O)Nc3ccccc3N3CCOCC3)cc2)n1,-13%,-2%,-4%,-8%,-4%,-3%,-6%,-16,-4%
CNC(=S)NNC(=O)c1cccn(Cc2cccc(C(F)(F)F)c2)c1=O,13%,1%,15%,29%,-12%,26%,8%,22,-4%
O=C(OCCN1CCCCC1)c1ccccc1F,-4%,6%,20%,3%,-14%,-20%,19%,7,-3%
Cc1ccc(Cc2c(-c3ccc(C)cc3)nc3c(C)cc(Br)cn23)cc1,0%,·,-30%,7%,·,1%,?,0,-18%
CCC(=O)c1ccc(N2CCN(C(=O)c3ccc(F)cc3)CC2)c(F)c1,-11%,-7%,-7%,?,?,4%,-20%,6,-3%
O=C(Nc1ccccc1Br)c1ccc(N2CCCC2=O)cc1,-7%,4%,6%,?,2%,11%,1%,-24,-7%
O=C(N/N=C/c1ccc(F)c(F)c1)c1cc2c(s1)-c1ccccc1CC2,-5%,16%,11%,2%,-3%,1%,10%,-3,-7%
O=C(Nc1ccc(S(=O)(=O)N2CCOCC2)cc1)c1cc([N+](=O)[O-])ccc1Cl,?,5%,?,-7%,16%,0%,?,21,-10%
O=C(NCc1cccnc1)C1CCN(C(=O)c2ccc(Cl)cc2Cl)CC1,-8%,-1%,1%,0%,-8%,-23%,1%,1,3%
Cc1ccccc1NC(=O)c1cn(-c2ccccc2)nc1-c1ccccc1,-8%&-10%,?,7%,-4%&-4%,3%,-4%&7%,15%,?,-4%
Cc1ccc2cc(CN(C(=O)C3CCCO3)C3CCCCC3)c(=O)[nH]c2c1 (centres undefined),10%,-1%,2%,-1%,-2%,10%,1%,3,-24%
CCNC(=O)CC1SC(=Nc2cccc(Cl)c2C)N(C)C1=O (centres undefined),-6%,13%,-8%,-3%,5%,-4%,-6%,11,-2%
CCOc1ccc(-n2nnc3c(=O)n(CC(=O)NCc4ccco4)cnc32)cc1,3%,-14%,0%,11%,3%,2%,11%,0,-11%[57.1 µM]
CCc1ccc(N2CC(C(=O)Nc3ccccc3F)CC2=O)cc1 (centres undefined),6%,-2%,1%,-1%,-4%,5%,4%,17,1%
O=C(Nc1nc(-c2ccccc2)c(-c2ccccc2)s1)c1ccc(S(=O)(=O)N2CCCCC2)cc1,-13%,-7%,0%,-26%,-3%,9%,7%,-3,-8%[57.1 µM]
CNC(=O)/C(=C\C=C\c1ccccc1)NC(=O)c1ccc([N+](=O)[O-])cc1,1%,10%,-6%,6%,6%,-7%,-24%,-2,-11%

(next part)
canonical_smiles,KB-3-1 cytotox,MCF10A rereplic,HT1080 IDH1KD tx,KB-V1 MDR tox,SW480 rereplic,ATXN2 expr inh,HT1080-NT tox,IL1B secr inh,WRN inhibitor
CC(C)C(C)NC(=O)Cn1cnc2c(oc3ccccc32)c1=O (centres undefined),-3%,0%,0%,-30%,-15%,43%[activator],17%,5,-2%
COc1ccccc1N(CC(=O)NC1CCCC1)S(=O)(=O)c1ccc(C)cc1,-3%,?,1%,?,0%,4%,1%,-9,-4%
COc1cc(NC(=O)CCN2CCN(C)CC2)cc(OC)c1,6%,-1%,3%,23%,-6%,11%,3%,11,-7%
Oc1sc(C=Nc2ccccc2)c2ccccc12,1%,21%,9%,?,1%,97%[activator],3%,22,-11%
CC(C)(C)C1CCC(=O)N(CCOc2ccccc2)CC1 (centres undefined),9%&-26%,5%,9%,?,0%,42%[activator],19%,-1,6%
CCCCCCCCN1[C@@H](CC(=O)OC)c2cc(C(F)(F)F)ccc2S1(=O)=O,0%&-10%,25%,-2%,?,3%,-15%,-1%,30,-12%

A stretch from further up, as a working copy:
canonical_smiles,KB-3-1 cytotox,MCF10A rereplic,HT1080 IDH1KD tx,KB-V1 MDR tox,SW480 rereplic,ATXN2 expr inh,HT1080-NT tox,IL1B secr inh,WRN inhibitor
CC(C)(C)C1CCC(=O)N(CCOc2ccccc2)CC1 (centres undefined),9%&-26%,5%,9%,?,0%,42%[activator],19%,-1,6%
CCCCCCCCN1[C@@H](CC(=O)OC)c2cc(C(F)(F)F)ccc2S1(=O)=O,0%&-10%,25%,-2%,?,3%,-15%,-1%,30,-12%

Screens: PubChem BioAssay, National Center for Advancing Translational Sciences (NCATS)
